# Screens deposited in PubChem BioAssay by The Scripps Research Institute Molecular Screening Center.
# TbREL1 inh = TbREL1 RNA ligase inhibitors, primary screen, biochemical, FRET fluorescence; actives 0.49% (n = 89,000); RNA-editing ligase 1, mitochondrial (Trypanosoma brucei brucei), P86926; AID 1117264, 2014; TbREL1 RNA ligation; inhibition, % at 9.66 µM;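 active = inhibition above the mean inhibition across all screened compounds plus 3 SD, cut at about 11% in these data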;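 note: 0% = plate median of test wells and 100% = NSC42067 control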
# Target sequence (P86926 whole entry, looked up): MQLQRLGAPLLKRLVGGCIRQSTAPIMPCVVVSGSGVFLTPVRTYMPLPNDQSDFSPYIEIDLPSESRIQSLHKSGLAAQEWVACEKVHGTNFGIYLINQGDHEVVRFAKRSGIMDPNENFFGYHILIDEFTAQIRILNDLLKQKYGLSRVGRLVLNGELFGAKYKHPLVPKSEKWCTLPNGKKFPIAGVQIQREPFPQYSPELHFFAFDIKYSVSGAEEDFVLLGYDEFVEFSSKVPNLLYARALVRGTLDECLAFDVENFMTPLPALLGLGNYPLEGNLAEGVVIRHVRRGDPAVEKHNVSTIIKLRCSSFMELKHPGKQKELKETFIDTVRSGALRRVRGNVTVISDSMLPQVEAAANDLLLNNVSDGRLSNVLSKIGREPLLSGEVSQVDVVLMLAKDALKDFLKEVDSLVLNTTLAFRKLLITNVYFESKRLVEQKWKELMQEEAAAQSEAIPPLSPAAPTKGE
# An asterisk follows results filed as active.
SMILES,TbREL1 inh
CCOC(=O)c1nc2cc3n(c(C)c-2c1C)C(C)C(CC)=C3C (stereo not given),2.4
COc1cc(C2N(c3ccccn3)C(=O)C3CCCN32)cc(OC)c1OC (stereo not given),-1.9
Cc1nn(CC(=O)Nc2ccc3c(c2)nc2n3CCN(C3CCCCC3)C2)c(=O)c2ccccc12,0.7
O=C(CCc1ccccc1)NNC(=O)c1ccc(Br)cc1,2.0
CN(C(=O)CSc1nc(-c2ccccc2)cn1N)C(c1ccccc1)c1ccccc1,-1.6
COc1ccc([C@H]2CC(=O)C=C(c3cccc(CO)c3)C2)cc1,-2.5
Cc1ccc(CNC(=O)CCCCCNc2nc(=S)[nH]c3ccccc23)cc1,-4.5
COc1ccc([N+](=O)[O-])cc1C1NN=C(c2ccccc2O)S1 (stereo not given),0.7
O=C(NCc1ccccc1)C(c1ccc(C(F)(F)F)cc1)n1c(=O)c(-c2ccccc2)nc2ccccc21 (stereo not given),3.3
CC(=O)NC12CC3CC(C1)CC(C(=O)NCC(=O)Nc1c(C)cc(C)cc1C)(C3)C2,3.9
O=C(NCC1COCCO1)C1CCN(S(=O)(=O)c2ccc(Br)s2)CC1 (stereo not given),2.9
Cc1cc(=O)oc2cc(OCC(=O)N(C)C3CCS(=O)(=O)C3)c(Cl)cc12 (stereo not given),0.2
O=C1CCN(S(=O)(=O)c2ccccc2)CCN1CCOCc1ccc(C(F)(F)F)cc1,-0.4
CN(C)S(=O)(=O)c1cccc(C(=O)Nc2n[nH]c(C(F)(F)F)n2)c1,-1.4
COc1ccc(-c2nn(-c3ccccc3)cc2CN(C)CCn2ccnc2C)c(F)c1,3.4
COC(=O)Cc1[nH]n(-c2ccccc2)c(=O)c1C(C)=Nc1ccccc1,2.2
Cc1ccoc1C(=O)NCc1occc1C(=O)O,2.7
CCOC(=O)N1CCN(C(=O)C[C@H]2C[C@@]3(C(=O)OC)C(=C[C@H](C4CCCC4)O[C@@H]3C)N(CCC3=CCCCC3)C2=O)CC1,-0.5
COc1ccc(C)cc1NCc1cc(=O)oc2cc(-c3ccccc3)c(O)cc12,-1.8
Cc1nn(Cc2ccc(Cl)cc2)c(C)c1NC(=O)c1noc2c1CCc1ccccc1-2,2.8
O=C(Nc1cccc(Cl)c1)c1ccncc1,-0.1
CCOP(=O)(OCC)c1nc(-c2ccc(Cl)cc2)oc1NCc1ccccc1,-4.4
Cn1c(C(=O)N2CCCC(C(=O)N3CCN(C(=O)c4ccco4)CC3)C2)cc2sccc21 (stereo not given),-2.3
CN(C(=O)c1c(Cl)cnn1C)C12CC3CC(CC(C3)C1)C2,-2.3
COc1ccc(CN2C(=O)C(Cc3ccccc3)Nc3ncnc(N4CCN(c5ccccc5)CC4)c32)cc1 (stereo not given),-2.2
O=C(CCn1c(=O)oc2ccccc21)NCCCN1CCN(c2ccc(F)cc2)CC1,-0.1
COc1ccc(-c2cccc(-c3cc(=O)oc4cc(OC)c(OC)c(OC)c34)c2)cc1,2.7
Cc1ccc(/C=C/C(=O)NN2CCN(C)CC2)cc1,4.1
Nc1c(C(=O)Nc2ccc(Cl)cc2)sc2nc(N3CCOCC3)c3c(c12)CCCC3,3.5
O=C1c2ccccc2C(c2nnnn2Cc2ccccc2)N1CCCn1ccnc1 (stereo not given),-1.3

# Reprinted from the part before: 2 entries, then new ones.
SMILES,TbREL1 inh
Nc1c(C(=O)Nc2ccc(Cl)cc2)sc2nc(N3CCOCC3)c3c(c12)CCCC3,3.5
O=C1c2ccccc2C(c2nnnn2Cc2ccccc2)N1CCCn1ccnc1 (stereo not given),-1.3
COc1ccccc1-c1ccc(SCc2cccc(C)c2)nn1,2.3
Cc1ccccc1N/C(SCc1ccc(Cl)cc1)=C(/C#N)C(N)=O,0.2
COCCCN(C(=O)c1cc(-c2ccco2)nc2ccccc12)c1c(N)n(Cc2ccccc2)c(=O)[nH]c1=O,3.6
Cc1ccccc1-n1ncc(C(C)NS(=O)(=O)c2sccc2C)c1C (stereo not given),-3.7
COc1ccc(CNS(=O)(=O)c2ccc(F)c(C(=O)Nc3ccc(OC)cc3)c2)cc1,-1.7
CCOC(=O)/C(O)=C(\C#N)c1nc2ccccc2[nH]1,-0.1
Brc1cccc(Cn2ccc3ccc(-c4ccc5ccn(Cc6cccc(Br)c6)c5c4)cc32)c1,3.8
CCOC(=O)c1ccccc1NC(=S)N1CCN(C2CCCCC2)CC1,5.4
CC(C)CCN1CCN(Cc2cccn2-c2cccnc2)CC1CCO (stereo not given),-3.6
O=C(O)CC(C(=O)NCc1ccccc1)C1CCCO1 (stereo not given),0.3
C/C=C(\NC(C)=O)c1ccccc1,-0.5
COc1cc(S(=O)(=O)Nc2cccc3cn[nH]c23)c(OC)cc1C,5.5
CCCCNC(=O)c1onc(CSc2ccc(Cl)cc2)c1C(=O)NCCCC,-1.5
Cc1cc(=O)oc2c(CN(C)Cc3ccccc3)c(O)ccc12,-1.4
COc1ccc(NC(=O)CN(C)C(=O)CCC(=O)c2ccc(C)cc2)cc1,0.0
CC1CN(C2=NC(=O)/C(=C/c3ccncc3)S2)CC(C)O1 (stereo not given),-0.7
CC(NC(=O)c1ccc([N+](=O)[O-])cc1[N+](=O)[O-])c1ccc(-c2ccccc2)cc1 (stereo not given),0.8
O=C(OCc1c(-c2ccccc2)ncc2ccccc12)c1ccc(F)cc1,1.6
COc1ccc(S(=O)(=O)N2CCCCC2)cc1NC(=O)c1ccc2ccccc2n1,1.6
Cc1nn(-c2ccccc2)c2c1cc1c(=O)n(C)c(=O)nc-1n2-c1ccccc1F,-3.9
CC(C)C[C@H]1CN([C@@H](Cc2ccc(O)cc2)CN2CCC[C@@H]2CN2C(=S)NC[C@@H]2Cc2ccccc2)C(=S)N1CCc1ccccc1,-5.9
COc1ccccc1NC(=O)CC(=O)c1cccc([N+](=O)[O-])c1,-4.3
O=S(=O)(c1ccccc1)N1CCN(c2ncnc3scc(-c4ccccc4)c23)CC1,0.5
COc1ccc(N2CCN(C(C)C(=O)N(C)Cc3ccccc3)CC2)cc1 (stereo not given),-4.7
CCN1CCN(CC#CCOc2ccccc2OC)CC1,5.2
CSc1ccccc1OCc1cc(C(=O)N(C)C2CCCc3ccccc32)no1 (stereo not given),-3.4
COc1cccc(C(=O)COC(=O)C(C)N2C(=O)C3C4C=CC(C4)C3C2=O)c1 (stereo not given),-1.2
Cc1c(C(=O)NCCC#N)sc(=O)n1Cc1ccc(F)cc1,-0.8
CCCCC(=O)NCCc1cc2c(C)ccc(C)c2[nH]c1=O,3.7
COc1cc(O)c(C(CC(=O)N2CCCC(C)C2)c2ccc(N(C)C)cc2)c(OC)c1 (stereo not given),-5.4
Cc1ccc(C(=O)CCC(=O)Nc2ccc(C)cn2)cc1,2.1
O=S(=O)(c1ccccc1)c1cnc(-c2ccccc2)nc1N1CCCC1,4.4
Cc1cc(Br)cn2c(Cc3cccc(F)c3)c(-c3ccc(F)cc3)nc12,9.8
C=CCOC(=O)C1=C(C)NC(SCC)=C(C#N)C1c1ccc(Cl)cc1 (stereo not given),-0.1
O=C(c1ccc(CN2CCc3ccccc3C2)cc1)N1CCN(c2ccc(F)cc2)CC1,1.1
CCCN(CCC)C(=O)C[n+]1cccc(/C=N/O)c1,0.8
CCOc1ccc(-c2nnc(NC(=O)COc3ccccc3F)o2)cc1,4.0
Cc1cccc(/C=C/c2onc(C)c2S(=O)(=O)N2CCC(C(=O)NC(C)C)CC2)c1,-2.1
CCC(C)(C)n1nnnc1CN1CCN(c2nc3ccc(C)cc3cc2C#N)CC1,-1.3
COc1ccc(CCNC(=O)COc2ccc([N+](=O)[O-])cc2)cc1,0.0
Cc1csc(SCC(=O)NCc2cccc(Cl)c2)n1,0.8
Cn1c(=O)c2c(nc(CN3CCN(c4ccccc4F)CC3)n2CCN2CCOCC2)n(C)c1=O,-1.6
CCOC(=O)c1cc(C(O)(C(F)(F)F)C(F)(F)F)c(/N=C/N(C)C)o1,-1.7
Cc1c(C(=O)OC(C)C(=O)N(C)Cc2ccccc2)oc2ccccc12 (stereo not given),-5.8
CCC(=O)NC(c1cccc([N+](=O)[O-])c1)c1c(O)ccc2ccccc12 (stereo not given),-0.3
COc1ccc(C(C)(C)C)cc1S(=O)(=O)N1CCN(C)CC1,-1.9
CCCCC(=O)OCC(=O)Nc1ccc(OC(F)F)cc1,-1.2
Nn1c(SCc2ccccc2)nnc1-c1ccccn1,-0.2
COc1ccc(-n2nnnc2SCC(=O)Nc2cccc(NC(C)=O)c2)cc1OC,-3.9
COc1cccc(-c2oc3c(c2C#CC2(N)CCCCC2)C(O)CCC3)c1 (stereo not given),0.7
CN[C@H](C)C(=O)NC[C@H]1O[C@@H](n2cc(C)c(=O)[nH]c2=O)C[C@@H]1O,1.2
O=C(NCCOc1ccccc1)C1C(=O)Nc2ccccc2C(=O)N1C1CCCCC1 (stereo not given),0.5
FC(F)(F)c1cccc(NC(=S)NC(c2ccccc2)c2ccccc2)c1,-0.6
CC1Cn2c(nnc2-c2ccccc2O)S1 (stereo not given),-3.1
Cc1nc(SC2CC(=O)N(c3ccc([N+](=O)[O-])cc3)C2=O)nc2c1CCCC2 (stereo not given),2.7
CN(C[C@@H](Cc1cccc2ccccc12)N(C[C@H](Cc1ccccc1)N(CCc1ccccc1)N=O)N=O)N=O,-0.1
CCCCNc1nc2c(c(=O)n(C)c(=O)n2C)n1Cc1cccc(OC)c1,-6.8
CCOc1cc(C(=O)NCCC(=O)N2CCC3(CC2)NCCc2[nH]cnc23)cc(OCC)c1OCC,2.9
CCN(C(=O)COC(=O)CCNS(=O)(=O)c1ccccc1F)c1c(N)n(Cc2ccccc2)c(=O)[nH]c1=O,-1.3
O=C(CCN1C(=O)/C(=C\c2ccccc2)SC1=S)Nc1ccc(C(=O)O)cc1,0.6

# (listing goes on)
SMILES,TbREL1 inh
COc1ccccc1CCN1CCCC(CN(C)CC(C)(C)CO)C1 (stereo not given),-0.8
CC(C)(C)OC(=O)C[C@@H]1C/C=C\C[C@@H](CC(=O)NCCO)C(=O)N[C@H](C(C)(C)C)COC1=O,-5.0
O=C(NCc1cccc(F)c1)c1cccc2c1C(=O)c1ccc(Cl)cc1S2(=O)=O,-1.1
O=C(NCC1CCCO1)c1ccc(Cl)c(F)c1F (stereo not given),-1.9
Cc1ccc(OCC(=O)Nc2ccc(-n3cnnn3)cc2)c(C)c1,1.6
Cc1cc(NC(=O)CSc2nnc(-c3ccncc3)n2-c2ccccc2)no1,1.1
CC(=O)c1sc(NC(=O)CCCOc2ccc(Cl)cc2)nc1C,4.0
C[C@H](CO)N1C[C@H](C)[C@@H](CN(C)S(C)(=O)=O)Oc2ccc(NC(=O)Nc3ccc(C(F)(F)F)cc3)cc2C1=O,0.0
NC(=O)COC(=O)c1ccc2c(c1)C(=O)N(Cc1ccco1)C2=O,-0.1
COc1ccccc1OCCNC(=O)C(c1ccccc1)c1ccccc1,6.0
CCOC(=O)CC(=O)CSc1nc(N)c(C#N)c(-c2ccc(F)cc2)c1C#N,-2.1
Cc1ccc(NC(=O)c2sc(N)nc2-c2ccc([N+](=O)[O-])cc2)c(C)c1,1.0
COC(=O)c1cc(C(=O)Nc2nnc(C3CC3)s2)cc([N+](=O)[O-])c1,0.4
Cc1ccccc1-c1nc(CS(=O)(=O)CC(=O)N2CCc3ccccc3C2)c(C)o1,-3.1
O=C(NCCCc1ccccc1)[C@H](Cc1c[nH]c2ccccc12)NC1(C(=O)NCCc2c[nH]c3ccccc23)CCC1,-7.1
COc1ccc(F)cc1S(=O)(=O)N1CCCN(S(=O)(=O)c2cc(F)ccc2OC)CC1,-0.1
Cc1sc2nc(C3CC3)nc(SCC(=O)N3CCc4ccccc4C3)c2c1C,-2.8
COc1ccc(C2=NN(C(=S)Nc3ccccc3)C(c3ccccc3)C2)cc1 (stereo not given),0.5
O=C(CCSc1nnc(-c2ccc(O)cc2)o1)N1CCOCC1,-1.2
COc1ccc(NC(=O)Cc2ccsc2)cc1S(=O)(=O)N1CCCCC1,-2.4
Cc1onc(-c2ccccc2Cl)c1C(=O)Nc1nc2c(s1)CCCC2,-1.9
Cc1cccc(S(=O)(=O)NC(=O)C2(C)CCN2C(=O)CCc2ccccc2)c1 (stereo not given),-2.6
CCN(C[C@H]1N[C@@](CC)(C(=O)OC)[C@H]2C(=O)N(Cc3ccccc3)C(=O)[C@@H]12)C(=O)c1ccc(C)cc1,-4.9
CC1(C)COC(c2ccc3c(c2)OCO3)OC1,3.9
C/C(CC(=O)Nc1cccc(Cl)c1Cl)=N\NC(=O)C(=O)NC1CCCCC1,-4.9
Cc1cccc(C(C)C)c1NC(=O)CSc1cccc[n+]1[O-],6.2
O=C(Nc1ccc(-c2nc3ncccc3o2)cc1)c1ccc(Br)o1,-2.1

# Grouped by structure, those above containing an aryl thioether with sulfur outside any ring (13)
SMILES,TbREL1 inh
CN(C(=O)CSc1nc(-c2ccccc2)cn1N)C(c1ccccc1)c1ccccc1,-1.6
COc1ccccc1-c1ccc(SCc2cccc(C)c2)nn1,2.3
CCCCNC(=O)c1onc(CSc2ccc(Cl)cc2)c1C(=O)NCCCC,-1.5
CSc1ccccc1OCc1cc(C(=O)N(C)C2CCCc3ccccc32)no1 (stereo not given),-3.4
Cc1csc(SCC(=O)NCc2cccc(Cl)c2)n1,0.8
Nn1c(SCc2ccccc2)nnc1-c1ccccn1,-0.2
COc1ccc(-n2nnnc2SCC(=O)Nc2cccc(NC(C)=O)c2)cc1OC,-3.9
Cc1nc(SC2CC(=O)N(c3ccc([N+](=O)[O-])cc3)C2=O)nc2c1CCCC2 (stereo not given),2.7
Cc1cc(NC(=O)CSc2nnc(-c3ccncc3)n2-c2ccccc2)no1,1.1
CCOC(=O)CC(=O)CSc1nc(N)c(C#N)c(-c2ccc(F)cc2)c1C#N,-2.1
Cc1sc2nc(C3CC3)nc(SCC(=O)N3CCc4ccccc4C3)c2c1C,-2.8
O=C(CCSc1nnc(-c2ccc(O)cc2)o1)N1CCOCC1,-1.2
Cc1cccc(C(C)C)c1NC(=O)CSc1cccc[n+]1[O-],6.2

# A portion of the library; count on the stated rates, not on these rows.
